Statin myotox sup – suppressors of statin myotoxicity in C2C12 myotubes, primary screen, cell-based, single point, plate reader; rescue of ATP level, % at 7.49 µM; C2C12 myotubes + simvastatin, ATP luminescence, 48 h; scaled: DMSO 0, geranylgeraniol control 100; 0.78% of 330,000 active; AID 602340, 2012;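 active means mean ATP rescue above about 67%, or every replicate alone reaching that limit, limit read from the data, passing the limit was not always enough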;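 further: myotubes were challenged with 10 µM simvastatin during compound exposure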
PglD DTNB – C. jejuni PglD acetyltransferase inhibitors, primary screen, biochemical, DTNB colorimetric, single point; UDP-N-acetylbacillosamine N-acetyltransferase PglD (Campylobacter jejuni); purified PglD enzyme, DTNB colorimetric CoA detection; 0.098% of 360,000 active; inhibition, % at 12.5 µM; in the data active means inhibition above about 16%, passing the limit was not always enough; further: strong numbers were not always called active
Cneo AK release – Cryptococcus neoformans cell lysis inducers, primary screen, AK release luminescence, single concentration. lysis activity, % at 15 µM. C. neoformans lysis, adenylate kinase release luminescence, 4 h; normalised: neutral wells 0, clomiphene wells 100. 0.2% of 360,000 active;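 active means mean lysis activity across replicates of at least 80%, whatever share of replicates individually reach that level; inactive means mean lysis activity below 80%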
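Material: C. neoformans cells; Schedule: 4 h static compound exposure, 37 °C, read 1 h post-reagent; Measured by: adenylate kinase release luminescence; Read-out: signal increase indicating cell lysis; Controls: Clomiphene as positive lysis control.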
PGC1a acetyl inh – inhibitors of PGC1a acetylation signal, primary screen, cell-based, U2OS, AlphaScreen, inhibitor mode | inhibition, % at 15.6 µM | 0.17% of 350,000 active | AlphaScreen anti-acetyl-lysine; with virally co-expressed GCN5 acetyltransferase | AID 651687, 2012;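 active means every replicate shows inhibition of at least 40%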;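 further: 0% = neutral control wells and 100% = positive control wells; some results beyond the cut were filed as inactive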
FN deposit inh – inhibitors of fibronectin matrix deposition, primary screen, AH1F cells, Alexa488-fibronectin fluorescence, plate reader. inhibition, % at 12.6 µM. AH1F fibroblasts, overnight. 0.086% of 350,000 active;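 active means mean inhibition across replicates of 30% or more, regardless of how many single replicates reach that level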;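 further: positive control wells lacked labelled fibronectin entirely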
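Material – AH1F fibroblast monolayer, labelled fibronectin deposition · Reagent – labelled fibronectin 24 nM · Timing – 1 h adhesion, overnight exposure · Measured by – fluorescence at 485 nm excitation, 525 nm emission · Read-out – inhibition of fibronectin deposition signal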
miR-122 sensor – miR-122 Renilla sensor signal increase in Huh7, primary screen, miR-122 inhibitor project, cell-based, single point, plate reader; AID 602342, 2012; 0.3% of 340,000 active; activation (reporter increase), % at 12.5 µM; Huh7 miR-122 Renilla luciferase sensor, 48 h; neutral wells = 0, positive control = 100;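 active means mean replicate activation score at least 90 and every replicate individually at or above 90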;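 further: higher luciferase means less miR-122 activity so hits act as miR-122 inhibitors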
GSIS activator – GLuc luminescence reporter in INS-1E cells, primary screen for activators of glucose-dependent secretion of insulin | 0.61% of 370,000 active | INS-1E GLuc reporter insulin secretion, 2-3 h | activation, % at 16.6 µM | AID 743287, 2014;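 active means lowest replicate activation of at least 40%, so every replicate reaches that level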;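 further: 0% = median of neutral control wells and 100% = median of IBMX positive control wells; some compounds called inactive have numbers as strong as hits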
F508del corr – F508del CFTR correction, initial screen, CFBE line, single point. activity (quench increase), % at 7.58 µM. 0.36% of 350,000 active. AID 720511, 2013. CFBE cells, YFP halide quenching; stimulated with forskolin plus potentiator P3; % fluorescence drop versus neutral controls;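 active means mean added fluorescence quench of at least 8% versus neutral control, with both replicates also reaching 8%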;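 further: cells transiently co-express mutant CFTR-F508del with the halide-sensitive YFP; corrector assay measuring rescue of mutant channel to the surface after 24 h compound exposure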
The depositor's hits bear a star; x = not tested or not shown; & = joins results of further samples; [ ] = another dose, or the depositor's remark.

SMILES | Statin myotox sup | PglD DTNB | Cneo AK release | PGC1a acetyl inh | FN deposit inh | miR-122 sensor | GSIS activator | F508del corr
COc1ccc(S(=O)(=O)Nc2ccc3c(c2)CC(=O)N([C@H](C)CO)C[C@H](C)[C@H](CN(C)Cc2ccc(C(=O)O)cc2)O3)cc1 | -24 | -1 | -4 | 0 | -3 | -1[16.7 µM] | 10 | -0.3
CCN(CC(=O)NC1CCS(=O)(=O)C1)C(=O)c1ccc(OC)c([N+](=O)[O-])c1 (stereo not drawn) | -2 | 2 | 0 | x | -2 | x | 2 | -0.1
O=C(Nc1ccc(Cl)cc1)c1nc[nH]c1C(=O)NCc1ccccc1 | -17 | 0 | 3 | x | 10 | -5 | 7 | -0.5
CC1CN(c2oc(-c3ccccc3Cl)nc2C#N)CC(C)O1 (stereo not drawn) | 2 | -9 | 8 | -5 | x | -7 | 27 | x
O=C(Nc1cccc(S(=O)(=O)NC2=NCCC2)c1)c1cc(F)c(F)c(F)c1F | -16 | 2 | -1 | x | -3 | -4 | 0 | 0.4
CO[C@H]1CN(C)C(=O)c2ccc(NC(=O)C3CC3)cc2OC[C@H](C)N(C(=O)c2cnccn2)C[C@H]1C | 25 | 0 | 10 | -10 | 2 | -21[16.7 µM] | 9 | -3.0
COc1ccccc1NC(=O)CCCC(=O)OCC(F)(F)C(F)F | -8 | 0 | -6 | 4 | 8 | 4 | 1 | x
CC(=O)c1cccc(NC(=O)COC(=O)C2=COCCO2)c1 | 2 | 2 | 2 | -3 | 2 | 3 | 21 | x
C[C@H](CO)N1C[C@H](C)[C@H](CN(C)C(=O)CCCN(C)C)OCCCC[C@H](C)Oc2ccc(NC(=O)c3ccccc3)cc2C1=O | 12 | -1 | 2 | 5 | x | 5[16.7 µM] | 15 | -0.1
O=C(O)c1cc(-c2ccc(Cl)cc2)n(-c2ccccc2)n1 | x | x | x | -3 | 3 | x | 9 | 1.0
S=C(NCc1ccco1)N1CCC(c2nc3ccccc3o2)CC1 | x | x | x | -11 | 2 | x | 6 | -0.3
CC(C)(C)OC(=O)N1CCC[C@H]1c1nnc(SCc2c(F)cccc2Cl)o1 | -7 | 12 | 3 | -11 | x | 23 | x | x
COc1ccc(OC)c(NC(=O)c2c3c(nc4ccccc24)CCC3)c1 | x | -2 | 5 | -5 | x | 2 | 26 | -1.4
Nc1ccc2nc(SCC(=O)N3CCOCC3)sc2c1 | x | x | x | 2 | -10 | x | 0 | -2.9
O=C(COC(=O)c1ccc(F)c(S(=O)(=O)N2CCOCC2)c1)Nc1ccc2[nH]c(=O)[nH]c2c1 | -12 | -3 | 0 | 0 | -3 | -1 | -3 | -0.8
O=C(NCCC1=CCCCC1)c1cc(-c2ccccn2)nc2ccccc12 | 0 | -11 | -2 | 14 | x | 5 | 15 | -4.0
Cc1ccc(C)c(CSc2ccc3nnc(-c4ccccn4)n3n2)c1 | -9 | -3 | 4 | 3 | -5 | 1 | -20 | -5.0
Cc1ccc(-c2c3c(=O)n(C)c(=O)n(C)c3cn2Cc2ccccn2)cc1 | 8 | 1 | 3 | 8 | x | -1 | x | x
COc1ccc(NC(=O)N2CCCCN3[C@@H](CO)[C@H](c4ccc(C#Cc5ccccn5)cc4)[C@@H]3C2)cc1 | 35 | 3 | 0 | 5 | x | 9[16.7 µM] | -26 | 2.9
CCOc1cc(/C=C(\C#N)C(=O)Nc2ccccn2)ccc1O | 2 | -4 | 1 | -7 | 0 | -5 | 17 | -2.3
O=C([C@@H]1[C@@H](CO)[C@@H]2Cn3c(cccc3=O)[C@@H]2N1Cc1ccccc1Cl)N1CCOCC1 | 2 | -1 | 2 | x | x | 3[16.7 µM] | 6 | 0.4
C[C@@H]1CN([C@@H](C)CO)C(=O)c2cc(NC(=O)CCC(F)(F)F)ccc2O[C@@H]1CN(C)Cc1ccncc1 | 11 | 6 | -4 | 14 | x | 1[16.7 µM] | 0 | 1.3
CC1(C(=O)N(CC(=O)NC2CCCC2)Cc2ccco2)CC(=O)N=C2C=CC=CN21 (stereo not drawn) | x | 4 | -3 | -10 | 6 | -8 | 3 | x
C[C@@H]1CCCCO[C@@H](CN(C)Cc2ccc(C(F)(F)F)cc2)[C@@H](C)CN([C@H](C)CO)C(=O)c2cc(NS(=O)(=O)c3ccc(F)cc3)ccc2O1 | x | 2 | 0 | -1 | 13 | -6[16.7 µM] | 3 | 2.4
C#CCN1C(=O)S/C(=C\c2ccc(-c3ccc(C(=O)O)cc3C)o2)C1=O | -6 | 4 | 0 | 12 | -6 | -1 | -24 | 0.4
O=C(Cc1ccccc1)Nc1c2c(nn1-c1cccc(Cl)c1)CS(=O)(=O)C2 | 7 | 6 | 13 | -5 | 0 | -1 | -1 | x
Cc1cc(OCC(=O)N(C)C)c2c(-c3ccccc3)cc(=O)oc2c1 | -1 | 2 | 0 | 4 | -17 | x | 20 | 3.4
O=C(COC(=O)CCS(=O)(=O)c1ccc(F)cc1)NC1CCCCC1 | -3 | -1 | 0 | x | -2 | x | x | -3.1
CC(C)NC(=O)N1CCCCN2[C@@H](CO)[C@H](c3ccc(C#C[C@H](C)O)cc3)[C@@H]2C1 | x | 4 | -1 | 2 | x | 1[16.7 µM] | 17 | 0.0
COCC(=O)N1C[C@@H](C)[C@@H](OC)CN(C)C(=O)c2ccc(NC(=O)c3ccccc3)cc2OC[C@@H]1C | -8 | 3 | -2 | 3 | 12 | -4[16.7 µM] | 2 | -0.7
Cc1ccc(OCc2nc(-c3ccccn3)no2)cc1 | -8 | -2 | -6 | 9 | x | -4 | 6 | -0.5
COc1cc(/C=N/N2CCOCC2)ccc1OC(=O)c1ccco1 | x | x | x | -12 | 7 | -2 | -10 | -0.2
O=C(NN=Cc1ccc(Cl)cc1Cl)C1CC1 | -3 | -6 | 0 | -2 | -2 | 6 | 4 | 1.0
O=C(NCCc1cccc(Cl)c1)c1cc2ccccc2oc1=O | 1 | -1 | 2 | -9 | x | 13 | x | x
COc1cc(OC)cc(-c2nc(SCC(=O)Nc3ccccc3F)n[nH]2)c1 | 2 | 3 | 4 | x | -6 | x | -19 | -0.2
COc1ccc(S(=O)(=O)/N=C2/NC(=O)/C(=C\c3cc(OC)c(OC)cc3[N+](=O)[O-])S2)cc1 | -2 | 6 | 2 | -2 | 4 | 5 | -16 | x
O=C(CN1CCN(Cc2ccc3c(c2)OCO3)CC1)Nc1ccc2[nH]c(=O)[nH]c2c1 | 0 | 3 | 0 | 0 | 5 | 4 | 25 | -0.3
O=[N+]([O-])c1cccc(-n2cc3ccc([N+](=O)[O-])cc3n2)c1 | 2 | 4 | -1 | x | 2 | x | 11 | -2.5
Cc1ccc(C)c(NC(=O)CN(C)C(=O)c2ccccn2)c1 | -2 | -5 | -1 | 1 | 4 | -1 | -8 | 1.7
Clc1ccc(OCCCc2nc(-c3ccncc3)no2)c(Cl)c1 | 10 | -1 | -4 | -11 | -2 | -1 | x | x
CCn1c(SCC(=O)Nc2ccc(S(N)(=O)=O)cc2)nnc1-c1ccccc1OC | -1 | x | x | 7 | x | -4 | 15 | x
COc1ccc(OC)c2c1sc(=NC(=O)c1cccc(N3C(=O)CCC3=O)c1)n2C | 8 | 0 | 11 | x | 11 | x | x | -4.0
NC(=O)COC(=O)CCCSc1nc2ccccc2s1 | -2 | -2 | 3 | 2 | 11 | 1 | 8 | -0.3
Cc1cccc(N2CCN(S(=O)(=O)c3c(C(=O)N4CCCCC4)c(C)n(C)c3C)CC2)c1C | 14 | 1 | 6 | -17 | 3 | -2 | -21 | 2.2
O=C(NC(=S)Nc1ccc(CN2CCOCC2)cc1)c1cccc([N+](=O)[O-])c1 | x | 2 | 10 | -5 | 4 | -1 | -4 | x
CCOc1ccc(C(=O)NCC2CCCN2S(=O)(=O)c2cccs2)cc1 (stereo not drawn) | 4 | 4 | -1 | x | 1 | 9 | 30 | -1.4
Cc1c(CC(=O)O)c(=O)oc2cc3occ(-c4ccccc4)c3cc12 | -6 | 6 | 0 | 6 | 0 | 0 | 6 | 2.7
C[C@@H](O)C#Cc1ccc([C@H]2[C@@H](CO)N3CCCCN(C(=O)Nc4ccccc4)C[C@H]23)cc1 | 0 | -1 | 0 | 12 | x | 9[16.7 µM] | 9 | -0.2
COCC(=O)Nc1ccc2c(c1)[C@H]1C[C@H](CC(=O)NCc3ccccc3)O[C@@H](CO)[C@H]1O2 | -5 | 0 | 0 | 6 | -6 | 2[16.7 µM] | -6 | -2.7
CC1(C)CC(=O)C(C=NCCN2CCN(C3CC(=O)N(c4ccc(Cl)c(Cl)c4)C3=O)CC2)=C(O)C1 (stereo not drawn) | 3 | -1 | -1 | x | -17 | 11 | x | -1.4
C[C@@H]1CN([C@H](C)CO)C(=O)CCCn2nncc2CO[C@H]1CN(C)C(=O)c1ccccc1 | 14&-2 | 2&5 | -2&-1 | -1&-1 | 1&2 | -3 | -1&-5 | -0.8&-0.8
O=C(N[C@@H]1CC[C@@H](CCNS(=O)(=O)c2ccc(F)cc2)O[C@H]1CO)c1cccnc1 | -2 | 5 | 2 | 3 | x | x | -2 | 0.2
Cc1ccc(-c2cnc3c(c2)C(=O)N([C@H](C)CO)C[C@H](C)[C@@H](CN(C)C(=O)c2cccnc2)O3)cc1 | 0 | -1 | 2 | 11 | x | -6[16.7 µM] | 9 | 0.4
Cc1noc(C)c1NC(=O)Nc1ccc2c(c1)CC(=O)N([C@H](C)CO)C[C@@H](C)[C@H](CN(C)Cc1ccc(C(F)(F)F)cc1)O2 | -13 | 1 | 0 | 5 | 5 | -1[16.7 µM] | -7 | 1.4
COC(=O)CN(c1nc(C)c(Br)c(OC)n1)S(=O)(=O)c1ccccc1 | -2 | -2 | -1 | -7 | -8 | 2 | -12 | 1.2
O=C(NNC(=O)C12CC3CC(CC(C3)C1)C2)c1ccccn1 | x | 2 | -1 | 16 | 18 | 6 | 14 | 3.0
C[C@H](CO)N1C[C@H](C)[C@@H](CN(C)C(=O)c2ccccc2)OCc2cnnn2CCCC1=O | -2&-7&4 | -3&3&3 | -1&0&-8 | 5&2 | -3&-10 | 2 | 5&6 | -2.0&-1.6&-1.6

Single records, as listed above.
Cc1ccc(-c2cnc3c(c2)C(=O)N([C@H](C)CO)C[C@H](C)[C@@H](CN(C)C(=O)c2cccnc2)O3)cc1 as listed: Statin myotox sup = 0; PglD DTNB = -1; Cneo AK release = 2; PGC1a acetyl inh = 11; FN deposit inh = x; miR-122 sensor = -6[16.7 µM]; GSIS activator = 9; F508del corr = 0.4
COc1cc(/C=N/N2CCOCC2)ccc1OC(=O)c1ccco1 as listed: Statin myotox sup = x; PglD DTNB = x; Cneo AK release = x; PGC1a acetyl inh = -12; FN deposit inh = 7; miR-122 sensor = -2; GSIS activator = -10; F508del corr = -0.2
O=C(NCCC1=CCCCC1)c1cc(-c2ccccn2)nc2ccccc12 as listed: Statin myotox sup = 0; PglD DTNB = -11; Cneo AK release = -2; PGC1a acetyl inh = 14; FN deposit inh = x; miR-122 sensor = 5; GSIS activator = 15; F508del corr = -4.0
